ATXN viability: viability counter-screen for ATXN expression inhibitors. S2 cells (HEK-293 line with an ATXN2-luciferase reporter) viability, CellTiter-Fluor protease fluorescence, 24 h. Potency, µM (highest dose often 56.7 µM), most hits filed as cytotoxic. 400,000 compounds, 0.49% hits; also: potency is read from the fitted curve at half-maximal effect; nearly all actives have a fitted effect of over 40% in size
Nrf2 inh: inhibitors of Nrf2 signaling; A549 ARE-Fluc reporter, luciferase luminescence, 18-24 h; Potency, µM (top dose mostly 46 µM), for inactives: at the top dose activity change, negative = inhibition, usual class: inhibitors; 360,000 compounds, 2.1% hits; also: potency is read from the fitted curve at half-maximal effect; % is scaled to controls: 0 for no effect and ±100 for the full control effect; nearly all actives have a fitted effect of over 60% in size
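Nrf2 activity is the BugLite luminescence, read 15 min after reagent at room temperature, following CellTiter-Fluor cytotoxicity readout (30 min, 37C). Compound titrations were applied for 18-24 h to 5000 A549 ARE_Fluc cells/well in 5% FBS OPTI-MEM.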
MCF10A rerep: inducers of DNA re-replication in MCF 10A breast cells; Potency, µM (top dose mostly 46.1 µM), for inactives: top-dose activity, positive = re-replication, actives largely listed as activators; 350,000 compounds, 2.9% hits; MCF 10A DNA re-replication, Hoechst nuclear intensity, 48 h; also: potency is read from the fitted curve at half-maximal effect; % of control where 0% means no effect; nearly all actives have a fitted effect of over 50% in size
Nrf2 ARE act: activators of Nrf2 (ARE) signaling; AREc32 ARE-luciferase reporter (MCF7-derived line), luminescence, 24 h; Potency, µM (doses to about 46.1 µM), for inactives: at the top dose activation, hits mostly activators; 410,000 compounds, 0.31% hits; AID 624171; also: potency is read from the fitted curve at half-maximal effect; % of control where 0% means no effect; nearly all actives have a fitted effect of over 65% in size
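AREc32 cells carrying an ARE-driven firefly luciferase reporter were seeded at 1000 cells/well in OPTI-MEM with 5% FBS, then exposed to compound for 24 hr at 37 deg C. Luminescence was read with Steady-Glo after 30 min at RT.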
ATXN2 expr inh: ATXN2 expression inhibition; HEK-293 ATXN2-luciferase reporter, luminescence, 24 h; Potency, µM (top dose mostly 57 µM), for the others: at the highest dose activity change, negative = inhibition, actives largely listed as inhibitors; 360,000 compounds, 0.72% hits; AID 1745845; also: potency is read from the fitted curve at half-maximal effect; % is scaled to controls: 0 for no effect and ±100 for the full control effect; nearly all actives have a fitted effect of over 55% in size
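qHTS (up to 57 uM final) was run with 24 h compound exposure of reporter cells at 37 °C. Each well was multiplexed: SteadyGlo luminescence measured ATXN2-luciferase expression after a fluorogenic Gly-Phe-AFC viability readout (25 uM final).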
A549 tox: A549 cytotoxicity, counter-screen for Nrf2 inhibitors | A549 ARE-Fluc cells, CellTiter-Fluor viability, 18-24 h | Potency, µM (series often up to 46 µM), for the others: at the top dose activity change, negative = cytotoxicity, usual class: inhibitors | 390,000 compounds, 0.16% hits | AID 504648; also: potency is read from the fitted curve at half-maximal effect; % is scaled to controls: 0 for no effect and ±100 for the full control effect
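A549 ARE-Fluc cells in 5% FBS OPTI-MEM, 5000 cells/well, rested 2 h then exposed to compounds in concentration-response for 18-24 h at 37 °C. Viability by CellTiter-Fluor fluorescence (Ex 405/Em 525) after 30 min; luciferase luminescence (BugLite, 15 min, RT) read afterwards.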
IL-1B inflam inh: blocks inflammasome-driven IL-1 beta release; 360,000 compounds, 4.7% hits; activity change, % at 57.5 µM; THP-1 LPS/ATP IL-1B secretion, AlphaLISA, 16 h; stronger effect = lower value; in the data active = activity change below about -50%; inconclusive = mostly about -30% to -49%; also: % is scaled to controls: 0 for no effect and ±100 for the full control effect
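THP-1 cells pretreated 1 hr with compounds (up to 57.5 uM final), then stimulated with LPS (250 ng/mL final) plus ATP (1.25 mM final); secreted IL-1B measured by AlphaLISA after 16 hr, decreased signal indicating inhibition.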
TGFb SMAD3 inh: inhibitors of TGF-b signaling; HepG2 CAGA-GFP TGF-b/SMAD3 reporter, GFP fluorescence, 18 h; TGF-beta stimulated, 500 pg/mL final; Potency, µM (series often up to 46.1 µM), for the others: at the top dose activity, negative = inhibition, usual class: inhibitors; 410,000 compounds, 1.2% hits; AID 588855; also: potency is read from the fitted curve at half-maximal effect; % is scaled to controls: 0 for no effect and ±100 for the full control effect; nearly all actives have a fitted effect of over 65% in size
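Per well, imaged GFP fluorescence of HEPG2 CAGA-GFP cells gives the signal; cells get compound, then TGF-beta (500 pg/mL final), 18 h at 37 degrees C; %Activity versus -TGF-beta and +DMSO controls.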
HepG2 tox: HepG2 cytotoxicity, counter-screen for TGF-b inhibitors | Potency, µM (series often up to 46.1 µM), for the others: at the highest dose activity change, negative = cytotoxicity, actives largely listed as cytotoxic | AID 588856 | HepG2 CAGA-GFP viability, ATP luminescence, 18 h | 410,000 compounds, 0.76% hits; also: potency is read from the fitted curve at half-maximal effect; some results filed as inactive show a strong effect at the top dose
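CellTiter-Glo luminescence gave cytotoxicity after 18 hours at 37 degrees C. The cells were HepG2 CAGA-GFP in 1% FBS DMEM, stimulated with 500 pg/mL TGF-beta after compound addition. %Activity was normalised to no-cell wells (complete cell-killing) and DMSO (no toxicity), and curves were fitted and classified.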
* hit, by the source's call; i = inactive; ? = inconclusive; · = no result given; & = joins results of further samples; [ ] = another dose, or the depositor's remark. Unless noted, calls follow the shape of the dose curve; as a rule, active = well fitted curve in the direction sought with a large enough effect; inconclusive = small, poorly fitted or top-dose-only effect, or another doubt; inactive = no such curve, though single readings can be large; an effect the other way counts as inactive or inconclusive.

mol,ATXN viability,Nrf2 inh,MCF10A rerep,Nrf2 ARE act,ATXN2 expr inh,A549 tox,IL-1B inflam inh,TGFb SMAD3 inh,HepG2 tox
O=S(=O)(NCC(c1cccnc1)N1CCN(Cc2ccccc2)CC1)c1ccccc1 (stereo not given),i,8%,1%,0.1%,8%,14%,-20,-3%,-21%
COCCNc1ccc([N+](=O)[O-])cc1C(=O)NC1CCCc2ccccc21 (stereo not given),i,-2%,0%,4.7%,10%,-19%,-23,-14%,-13%
O=C(O)c1ccc([N+](=O)[O-])c(CS(=O)(=O)c2ccc(Cl)cc2)c1,i,9%,3%,-1.1%,-5%,0%,18,2%,10%
O=C(Nc1ccsc1C(=O)O)c1ccccc1Cl,i,3%,-5%,2.9%,23%,2%,35,7%,9%
Cc1ccccc1NC(=O)c1cccc(N2C(=O)C3CCCCC3C2=O)c1 (stereo not given),i,20%,-1%,2.0%,-24%,2%,11,-16%,6%
CCC(=O)N1CCc2cc(Br)cc(S(=O)(=O)CCC(=O)Nc3ccccc3C)c21,i,-7%[9.27 µM],·,1.3%,4%,2%,·,0%,-4%
NNC(=O)COc1ccc2oc3c(c2c1)CCCC3,i,16%,?,2.1%,13%,2%,2,0%,-10%
Fc1ccc(-c2nc3c4ccccc4ccn3c2Cc2ccsc2)cc1,i,·,·,?,48%[activator],·,23,?,-19%
COc1ccc(S(=O)(=O)N2CCc3ccccc32)cc1C(=O)NC1(C)CCS(=O)(=O)C1 (stereo not given),i,-17%,-2%,-0.3%,0%,3%,2,3%,-13%
CCCCc1nc2cc(C(=O)N3CCCC(OCCC)C3)ccc2o1 (stereo not given),i,?,-1%,1.5%,41%[activator],14%,42,2%,-2%
Cc1cc(=O)[nH]c(SCC(=O)Nc2ccc(C(=O)O)cc2)n1,i,6%,-4%,-0.6%,1%,15%,21,1%,2%
CNC(=O)c1ccc(Nc2nnc(-c3ccc(C(N)=O)cc3)c3ccccc23)cc1,i,-5%,-22%,-0.5%,4%,-1%,8,-4%,-23%
CC1CCCC(C)N1C(=O)COc1ccc([N+](=O)[O-])cc1Cl (stereo not given),i,-4%,?,6.0%,19%,3%,-15,-7%,-20%
COc1cccc(/C=N/Nc2nn3cnnc3c3ccccc23)c1O,i,16%,?,0.2%,-25%,15%,54,-4%,-46%
COc1ccc(NC(=S)NC23CN4CN(CN(C4)C2)C3)c(OC)c1,i,12%,26%,0.1%,-5%,-13%,-7,6%,6%
CN1C(=O)/C(=C2\SC(N)=NC2=O)c2ccccc21,?,4%,8%,6.7%,?,-15%,-18,1%,-41%
O=C(Cc1cscn1)c1ccc(O)cc1O,i,·,0%,2.6%,2%,3%,22,-10%,5%
COc1ccc(-c2csc(NC(=O)CC(C)C)n2)cc1,i,-40%,6%,-0.4%,44%[activator],-13%,?,7%,-17%
NS(=O)(=O)c1ccc(NC(=O)C2C3C=CC(C3)C2C(=O)O)cc1 (stereo not given),i,-5%,-1%,0.2%,-9%[11.3 µM],1%,12,-7%,-14%
CCC(C(=O)NC1CCCCC1)n1c(SCc2cccc(C)c2)nc2ccncc21 (stereo not given),?,?,?,7.7%&6.2%,2%&-26%,?,-21,13µM*,-35%&-15%
CCOc1ccc(C(=O)N2CCn3c2nc2ccccc23)cc1,i,-8%,-12%,2.4%,15%,2%,3,13%,1%
CC1(C)Cc2c(sc(NC(=O)c3ccccc3Cl)c2C(=O)O)CO1,i,?,6%,-0.7%,-19%[11.3 µM],-17%,-17,10%,5%
O=C(COC(=O)CC12CC3CC(CC(Br)(C3)C1)C2)NC(=O)NCc1ccco1,i,3%,0%,-1.0%,2%,-16%,-1,-30%,-34%
CCC(C)NC(=O)Cn1c(=O)sc2ccccc21 (stereo not given),i,7%,1%,0.3%,8%,1%,-18,8%,-12%
Cn1c(=O)cc(SCC(=O)NCC2CCCO2)c2ccc(Cl)cc21 (stereo not given),i,-18%,9%,0.2%,7%,-2%,30,15%,2%
O=C(c1cn(Cc2ccccc2)nc1-c1cccnc1)N1CCN(Cc2c(F)cccc2Cl)CC1,?,0%,13%,-1.1%,-34%,-13%,17,-1%,-17%
O=C1NC[C@H](CCCCN2CCN(CCc3ccccc3)C(=O)C2=O)N(Cc2ccccc2)C1=O,i,·,·,-0.4%,12%,·,14,·,·
CO/N=C/c1cc([N+](=O)[O-])ccc1Sc1ccc(C)cc1,i,-1%,-4%,-0.5%,1%,7%,-10,-3%,3%
CCN(Cc1ccccc1)S(=O)(=O)c1cn(C)cn1,i,11%,-2%,0.3%,3%,7%,18,1%,2%
COC(=O)COc1ccccc1C(=O)Nc1ccc(OC)cc1,i,2%,2%,-0.6%,-27%[11.3 µM],2%,39,-14%,13%
Cc1nonc1NC(=O)c1ccc(Cl)c(S(=O)(=O)N2CCCCC2)c1,i,?,-3%,0.0%,-5%,-3%,10,-6%,-44%
O=c1cc(-c2ccccc2)oc2c1CCCC2,i,·,·,12%,8%,·,5,1%,-13%
CCOC(=O)c1ccc(NS(=O)(=O)c2cc3c4c(c2)CCN4C(=O)CC3)cc1,i,?,4%,0.1%,7%,-17%,11,-12%,3%
C=CCOc1c(CNC2CCCC2)cc(Cl)cc1OC,i,-20%,?,-0.6%,-15%,-10%,-72*,-11%,-9%
CC(C)C[C@H](NC(=O)NCc1ccc(Cl)cc1)C(=O)O,i,-2%,-4%,-0.5%,-5%,-16%,18,-2%,-11%
Cc1cccc(C)c1NC(=O)CS(=O)CC(=O)NCC1OCCc2ccccc21 (stereo not given),i,5%,-19%,-0.5%,-33%,10%,2,-7%,-46%
O=C1C(c2ccc(F)cc2)N(C2CCCCC2)C(=O)CN1C1CCCC1 (stereo not given),i,4%,2%,-0.3%,-13%,-9%,-2,-4%,-2%
CC(C)C(c1nnnn1Cc1cccs1)N1CCN(C(=O)c2ccco2)CC1 (stereo not given),i,4%,1%,1.7%,7%,-1%,-2,-1%,0%
CC1Cc2ccccc2N1C(=O)COc1cccc(-n2cnnn2)c1 (stereo not given),i,-25%,14%,-0.1%,-1%,-2%,?,-4%,-33%
CCOc1ccccc1-c1nc2c([nH]1)c(=O)n(C)c(=O)n2C,i,-18%,2%,11%,-25%,2%,37,-2%,-5%
Cc1c(Cl)cccc1NC(=O)CNC(=O)C1CC(=O)N(CCc2ccccc2)C1 (stereo not given),i,3%,-1%,-0.3%,1%,13%,2,-7%,2%
Cc1ccc(NC(=O)c2cc(N(C)C)ccc2[P+](=O)O)cc1,i,?,12µM*,6.4%,67%[activator],-7%,-5,32%[activator],5%
Cc1cc(=O)n2nc(N3CCC(C(=O)N4CCN(c5ccccc5)CC4)CC3)sc2n1,i,?,8%,0.1%,-7%,7%,17,3%,-6%
COc1cc(NC(=O)C2CC(=O)NC3=C2C(=O)CCC3)c(OC)cc1Cl (stereo not given),i,2%,18%,2.4%,6%,-4%,-2,1%,0%
O=C(Nc1cc2c3c(c1)CC(=O)N3CCC2)C1CC1,?,-24%,-22%,3.9%,2%,-3%,23,-22%,8%
CCOC(=O)/C=C/C(=O)NNC(=O)c1ccccc1Cl,i,-18%,?,?,12%,-2%,-26,-8%,4%
COc1ccc(COC(=O)N/N=C(\C)CC(=O)NCc2ccc(Cl)cc2)cc1,i,27%,1%,0.3%,-28%,4%,19,-25%,-24%
O=C(COC(=O)/C=C/c1ccccc1[N+](=O)[O-])Nc1ccc(OC(F)F)cc1,i,7%,3%,1.3%,0%,-4%,0,0%,1%
O=C(COC(=O)c1cc(S(=O)(=O)N2CCCCC2)ccc1N1CCOCC1)c1ccc(F)cc1,i,-22%,1%,-0.4%,-1%,0%,?,0%,6%
Cc1ccc(C)c(OCC(=O)NCCN(C)C)c1,i,25%,-7%,0.1%,4%,4%,9,-16%,-8%
CC(C)(c1ccccc1)c1ccc(OCC(O)CN2CCCC2)cc1 (stereo not given),i,-9%,?,2.9%,-16%,?,-67*,-13%,-29%
O=C(NC1CC1)C1CCN(C2CCN(C(=O)/C=C/c3cccs3)CC2)CC1,i,-12%,4%,0.3%,2%,-7%,-13,0%,-14%
CCCCN(CC)CCCNC(=O)c1cc2cc3ccc(OC)cc3nc2o1,i,4%,-3%,25%,-20%,-2%,-50*,-4%,-48%

Among those listed so far, these contain an NH in an aromatic ring.
mol,ATXN viability,Nrf2 inh,MCF10A rerep,Nrf2 ARE act,ATXN2 expr inh,A549 tox,IL-1B inflam inh,TGFb SMAD3 inh,HepG2 tox
Cc1cc(=O)[nH]c(SCC(=O)Nc2ccc(C(=O)O)cc2)n1,i,6%,-4%,-0.6%,1%,15%,21,1%,2%
CCOc1ccccc1-c1nc2c([nH]1)c(=O)n(C)c(=O)n2C,i,-18%,2%,11%,-25%,2%,37,-2%,-5%
